Source: PubChem BioAssay (NCI)
Growth percent in the NCI-60 one-dose screen (48 h, 10 µM unless noted): 100 = growth as untreated, 0 = no growth, -100 = all killed.
UACC-257: UACC-257 melanoma; 78,000 tested, 4.4% active; AID 1794764
SK-MEL-28: SK-MEL-28 melanoma. 81,000 tested, 4.1% active
MALME-3M: MALME-3M melanoma; AID 1794766; 78,000 tested, 5.8% active
BT-549: BT-549 breast cancer; 78,000 tested, 4.4% active
HS 578T: HS 578T breast cancer. AID 1794788. 78,000 tested, 4.1% active
SK-MEL-2: SK-MEL-2 melanoma | 77,000 tested, 4.7% active
T-47D: T-47D breast cancer | 79,000 tested, 5% active | AID 1794792
UACC-62: UACC-62 melanoma | 81,000 tested, 5.4% active | AID 1794756
Starred values were filed as active, the others as inactive; . = no result given; & = joins results of further samples. How the source made its calls: active means growth percent below 10; inactive means the rest. These rows are one share of the data, so the mix of outcomes need not match the whole.

SMILES	UACC-257	SK-MEL-28	MALME-3M	BT-549	HS 578T	SK-MEL-2	T-47D	UACC-62
NC(N)=Nc1ccccc1 (tested in a mixture with another compound)	100	106	117	.	135	109	102	101
CC(C)CCCC(C)C1CCC2C3CC=C4CC(OC(=O)c5cc([N+](=O)[O-])c(N6CC6)c([N+](=O)[O-])c5)CCC4(C)C3CCC12C (centres undefined)	95	106	96	109	100	104	103	100
Cn1c(=O)oc(=O)c2ccccc21	101	114	.	103	121	107	98	98
NC(=O)[C@H](Cc1ccccc1)NC(=O)c1nn(CCCCCF)c2ccccc12	103	116	94	91	108	96	89	95
O=C1CC(c2cc(=O)oc3ccc(Cl)cc23)c2c(c3ccccc3oc2=O)O1 (centres undefined)	83	99	99	112	99	75	103	97
CN(CCCOCC(=O)NCCCC(O)(P(=O)(O)O)P(=O)(O)O)C(=O)Oc1ccc2c(c1)OCC(c1ccc(F)cc1)C2=O (centres undefined)	101	100	106	117	99	119	107	94
C[C@@H]1CC[C@@H]2[C@@H]1[C@H](OC(=O)/C=C/C1CCCCC1)[C@]1(C3CCCCC3)C[C@@H](OC(=O)CO)[C@@]2(C)O1	62	75	79	0.3*	-28*	74	.	69
O=C(O)C1(c2ccccc2)OC1c1ccccc1 (centres undefined)	91	101	103	119	98	98	101	95
O=C(CCF)c1ccc(O)cc1	98	113	108	110	.	105	102	106
Cc1c(C[N+](C)(C)C)cc(C(C)C)cc1C(C)C	99	99	87	94	108	97	96	105
CCCCN(CCCC)CC(O)c1ccc(I)cc1 (centres undefined)	93	103	111	102	96	110	93	98
CCC1(CCSC#N)C(=O)NC(=O)NC1=O	99	110	86	95	106	109	78	104
CCC(COC(=O)c1cc(OC)c(OC)c(OC)c1)(c1ccccc1)N(C)C (centres undefined)	96	103	96	106	105	93	89	.
CCC(C)C(=O)OC1C(O)C2C(CN3CC(C)CCC3C2(C)O)C2CC34OC5(O)C(OC(=O)C(C)(O)C(C)O)CCC3(C)C5C(OC(C)=O)C(OC(C)=O)C4C21O (centres undefined) (tested in a mixture with another compound)	100	112	95	.	84	53	111	98
COC(=O)[C@@]1(C)c2ccccc2C(=O)N2CCc3cc(OC)c(OC)cc3[C@H]21	117	116	112	113	97	106	79	79
C1CN(P(N2CCOCC2)N2CCOCC2)CCO1	114	106	93	.	.	120	104	100
C[C@@H]1CN(C(=O)C(O)(c2ccccc2)c2ccccc2)[C@@H](C)CN1c1ccccn1	89	110	106	105	110	98	96	86
COc1cc(/C=N/Nc2nncn2N)ccc1N(CCCl)CCCl	108	113	100	100	101	105	89	101
CCC12COC(OC1)OC2	106	103	97	101	.	104	93	105
CC(C)CCC[C@@H](C)[C@H]1CC[C@H]2[C@@H]3CC=C4C[C@@H](OC(=O)Cc5ccc(N(CCCl)CCCl)cc5)CC[C@]4(C)[C@H]3CC[C@]12C	103	111	.	.	117	95	106	94
COC(=O)C1CC2c3ccccc3C1c1ccccc12 (centres undefined)	98	109	91	120	.	103	102	103
CCCCC(CC)COC(=O)CCOCCN1CC1 (centres undefined)	103	121	109	110	103	110	106	110
CCCCCCCCCc1ccc(OP(Oc2ccccc2)Oc2ccc(CCCCCCCCC)cc2)cc1	109	117	113	118	115	134	111	114
COc1ccc(/C=C\c2cc(OC)c(OC)c(OC)c2)cc1NC(=O)/C=C/c1cc(OC)c(OC)c(OC)c1	71	44	58	44	52	47	30	31
CC(C)NCC(=O)c1ccc(O)c(O)c1	102	113	95	92	133	110	110	89

Following part:
SMILES	UACC-257	SK-MEL-28	MALME-3M	BT-549	HS 578T	SK-MEL-2	T-47D	UACC-62
CC(C)CC(NC(=O)CF)C(=O)O (centres undefined)	96	93	76	96	107	87	70	103
C=CCC(N)Cc1ccccc1 (centres undefined)	101	117	121	115	108	106	103	106
C/C=C1\CN2CCC1CC2C(O)c1ccnc2ccc(O)cc12 (centres undefined)	98	109	111	105	.	115	119	102
CNC(=O)Oc1ccccc1I	112	116	116	109	125	96	106	114
COC(=O)C[C@](O)(CCC(C)C)C(=O)O[C@@H]1C(OC)=C[C@]23CCCN2CCc2cc4c(cc2[C@H]13)OCO4	-67*	-69*	-91*	-42*	-22*	-86*	-24*	-93*
CCCN(CCC)C(=O)CCl	97	99	98	87	89	111	.	94
C[C@]12CCc3sc(Nc4ccc(F)cc4)nc3C1=CC[C@@H]1[C@@H]2CC[C@]2(C)C(=O)CC[C@@H]12	86	46	79	44	55	77	80	70
c1ccc(CNC2CCCCCCC2)cc1 (tested in a mixture with another compound)	105	106	119	90	101	110	102	97
CN1CCN(c2ccc([N+](=O)[O-])c3no[n+]([O-])c23)CC1	-96*	17	-79*	-65*	-12*	-80*	-56*	-59*
Nc1nc(N)[nH]c(=O)n1	91	99	107	88	91	97	100	81
Fc1ccc(N2COOC3(CCCCCC3)OOC2)cc1	99	110	97	111	111	103	100	110
NC(N)=N/N=C/C=N/N=C(N)N	110	115	149	171	117	92	98	98
CCCCCCCC/C=C\CCCCCCCC(=O)OOC(=O)CCCCCCC/C=C/CCCCCCCC	106	111	103	97	98	110	101	95
c1ccc(Nc2ccc(Nc3ccccc3)cc2)cc1	96	116	76	74	77	109	59	54
Nc1c(Cl)c(Cl)nc(C(=O)O)c1Cl	108	120	83	.	104	92	101	92
CS(=O)(=O)c1ccc(C(=O)C2C(=O)CCCC2=O)c(Cl)c1COCC(F)(F)F	96	108	109	111	114	110	103	100
C=C(C)[C@@]12OC3(/C=C/C=C/CCCCC)O[C@@H]1[C@@H]1[C@@H]4O[C@]4(CO)[C@@H](O)[C@]4(O)C(=O)C(C)=C[C@H]4[C@@]1(O3)[C@H](C)[C@H]2OC(=O)c1ccccc1	97	81	88	83	4.0*	80	82	60
CC[C@]12C=CCN3CC[C@@]4(c5ccc(OC)cc5N(C)[C@H]4[C@@](O)(C(=O)OC)[C@@H]1OC(=O)CCCN1CCN(CCCC(=O)O[C@@H]4[C@]5(CC)C=CCN6CC[C@@]7(c8ccc(OC)cc8N(C)[C@H]7[C@@]4(O)C(=O)OC)[C@@H]65)CC1)[C@@H]32	-88*	-92*	-91*	-88*	-62*	-76*	-68*	-88*
COc1cc(C=C2C(=O)NC(=O)NC2=O)cc(OC)c1O	98	115	113	105	107	99	116	110
C[C@@H]1CC[C@@]2(NC1)O[C@H]1C[C@H]3[C@@H]4CC=C5C[C@@H](O)CC[C@]5(C)[C@H]4CC[C@]3(C)[C@H]1[C@@H]2C	97	108	88	81	88	97	89	109
Cc1ccc(NC(=O)Oc2ccccc2)cc1S(=O)(=O)F	109	110	98	103	109	95	96	113
COC1C(OC(=O)/C=C/C=C/C=C/C=C/C(=O)O)CCC2(CO2)C1C1(C)OC1CC=C(C)C (centres undefined)	48	.	82	98	97	90	84	75
OC(c1c(Cl)cccc1Cl)C1CCCCN1 (centres undefined)	109	119	108	111	100	120	104	105
ClCCN(CCCl)c1ccc(/C=C\c2ccnc3ccccc23)cc1	47	98	74	71	90	.	63	59
CN1C2c3ccccc3C3C4c5ccccc5C(C31)C(C2[N+](=O)[O-])N4C (centres undefined)	105	105	128	.	113	95	98	99

Other records follow:
SMILES	UACC-257	SK-MEL-28	MALME-3M	BT-549	HS 578T	SK-MEL-2	T-47D	UACC-62
NC(Cc1ccccc1)c1ccc2c(c1)CCC2 (centres undefined)	95	104	88	92	82	86	69	86
CC1CCN(C(Cc2ccccc2Cl)c2ccccc2)CC1 (centres undefined)	.	96	99	78	110	91	82	91
COc1ccc(/C=C/C(=O)c2nc3ccccc3n2Cc2ccc(Br)cc2)cc1	72	86	73	70	.	89	31	65
OC1(c2ccc(Cl)cc2Cl)c2ccccc2C2=NCCN21 (centres undefined)	86	111	100	94	78	98	93	94
ClCCN(CCCl)c1ccc(OCc2ccccc2)cc1	74	84	91	43	97	114	68	44
CC(C)N1CCOC(c2ccc(O)c(O)c2)C1 (centres undefined)	104	104	103	105	102	109	101	109
O=C(C(=O)N1CCCC1)c1cn(CCCCCn2cc(C(=O)C(=O)N3CCCC3)c3ccccc32)c2ccccc12	102	106	109	90	94	114	91	65
CC1=C(O)[C@@](C)(CCCCC[C@H](C)CCCCc2ccc(O)cc2)OOC1=O	90	114	87	97	98	.	89	79
COC(=O)C(Cl)CCl (centres undefined)	99	114	93	108	111	110	106	110
COc1cc(C(=O)N2CC[C@@H](O)[C@@H](N)C2)cc2nc(-c3cc4ccccc4n3CC3CC3)n(C)c12	91	98	104	83	82	103	71	102
CC1C2CCC(C2)C1OC(=O)c1ccccc1C(=O)O (centres undefined) (tested in a mixture with another compound)	98	50	104	95	104	96	96	103
C[C@]12CCC(=O)C[C@H]1CC[C@@H]1[C@@H]2C(=O)C[C@@]2(C)[C@H]1CC[C@]2(C)O	.	117	.	102	108	.	103	105
CCOC(=O)C1(CC)CCOC1=O (centres undefined)	.	118	97	90	105	114	99	97
OCc1cnc[nH]1	100	109	128	.	113	124	107	105
COc1cc2c3c(c1OC)-c1ccncc1CC3N(C)CC2 (centres undefined)	.	104	103	109	119	120	101	104
CC(=O)Nc1cc([As](=O)(O)O)ccc1O	94&114	110&117	115&111	102&99	106	112&116	117	101
C[C@H]1[C@H](OC(=O)CCC(=O)N(CCCc2cn(-c3ccc(CN4CCOCC4)cc3)nn2)CCNc2ccnc3cc(Cl)ccc23)O[C@@H]2OC3(C)CC[C@H]4[C@H](C)CC[C@@H]1[C@@]24OO3	-70*	-69*	-90*	5.4*	9.2*	44	25	17
O=C(O)C1C2c3ccccc3C(c3ccccc32)C1C(=O)O (centres undefined)	96	106	99	116	107	89	90	102
CCNC1CCCCC1	108	108	99	117	102	110	.	100
O=C(O)c1cc(Cc2ccc(O)c(C(=O)O)c2)ccc1O (tested in a mixture with another compound)	61	85	90	74	73	-53*	53	69
COc1cc(OC)c(S(=O)(=O)N(CCCl)CCCl)cc1C(=O)/C=C/c1cc(OC)c(OC)c(OC)c1	-60*	-68*	-16*	-85*	78	-94*	21	-34*
O=C(CCl)Cc1ccccc1	101	107	112	93	116	113	99	91
O=[N+]([O-])c1ccc2c(c1)Cc1cc(O)ccc1-2	96	104	99	74	93	102	95	82
